RAD54 inh: inhibitors of human RAD54 branch migration; Q92698; AID 602329; RAD54 Holliday junction branch migration, FAM/BHQ fluorescence; 360,000 tested, 0.14% active; inhibition, % at 10.4 µM;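 active = mean normalized replicate activity at least 40 and at least half of replicates scoring 40 or more; inconclusive = only one of the two criteria met; inactive = mean below 40 and under half of replicates reaching 40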;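 also: 0% = median of neutral control wells and 100% = median of positive control wells; inhibitors cause a drop in the FAM fluorescence signal; in these data hits start at about 50%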
ARNT TACC3 PPI: ARNT/TACC3 interaction disruption; AlphaScreen His-ARNT PAS-B/GST-TACC3 binding, luminescence; TACC3 fragment carries E629A point mutation; inhibition, % at 9.99 µM; 390,000 tested, 0.66% active; AID 623870;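 active = mean inhibition of replicates at least 50% and at least half of replicates each reaching 50%; inconclusive = half or more replicates reach 50% but mean below 50%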;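 also: 0% = complete ARNT plus TACC3 wells and 100% = ARNT alone without TACC3; many hits fall short of the cut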
RAD52 inh: inhibitors of human RAD52 DNA annealing. P43351. recombinant RAD52 DNA annealing, FRET fluorescence. inhibition, % at 18.7 µM. 360,000 tested, 0.46% active. AID 651710;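 active = every replicate showing at least 50% inhibition; inconclusive = mean inhibition at least 50% but not in every replicate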
PglD DTNB: PglD (C. jejuni) enzyme inhibition. purified PglD enzyme, DTNB colorimetric CoA detection. inhibition, % at 12.5 µM. 360,000 tested, 0.098% active; in the data active = inhibition above about 16%, passing the limit was not always enough; inconclusive = no clear call, values can overlap the other calls; also: strong numbers were not always called active
Casp6 inh: blocks human caspase-6 cleavage activity. P55212. AID 686996. inhibition, % at 12.5 µM. purified caspase-6, Z-VEID-R110 cleavage fluorescence. 350,000 tested, 0.53% active;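 active = mean inhibition across replicates at least about 35%, with every replicate also reaching that limit, limit read from the data; inconclusive = only one of the two criteria met; inactive = neither criterion met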;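 also: 0% = median of neutral control wells and 100% = no fluorescence left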
Target sequence (P55212 24-179 limits assumed): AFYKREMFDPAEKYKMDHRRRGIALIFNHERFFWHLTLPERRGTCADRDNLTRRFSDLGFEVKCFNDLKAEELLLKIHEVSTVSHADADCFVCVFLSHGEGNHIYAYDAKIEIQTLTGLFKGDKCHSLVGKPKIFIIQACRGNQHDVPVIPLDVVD
Target sequence (P55212 194-293 limits assumed): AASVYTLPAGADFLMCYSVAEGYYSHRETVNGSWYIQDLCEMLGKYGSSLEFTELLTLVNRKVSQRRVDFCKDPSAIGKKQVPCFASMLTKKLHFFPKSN
esBAF inh: SWI/SNF esBAF complex inhibition. mouse ES cells, Bmi1-luciferase knock-in reporter, 24 h; 100% = twice the neutral-well signal. reporter increase, % at 12.5 µM. 350,000 tested, 2% active. AID 602393; in the data active = activation above about 40%; inconclusive = no clear call, values can overlap the other calls;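 also: 0% = median of the plate's neutral control wells and 100% = double that signal; a rise in the Bmi1 reporter signal indicates esBAF inhibition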
ERp5 inh: ERp5 (human) disulfide isomerase inhibition; Q15084; ERp5 insulin aggregation, absorbance 650 nm, 90 min; inhibition, % at 9.99 µM; 350,000 tested, 0.05% active; AID 651711;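 active = mean replicate inhibition above about 25%, with every replicate also reaching it, limit read from the data, passing the limit was not always enough; inconclusive = only one of those two criteria met; inactive = neither criterion met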
Target sequence (Q15084 whole entry, looked up): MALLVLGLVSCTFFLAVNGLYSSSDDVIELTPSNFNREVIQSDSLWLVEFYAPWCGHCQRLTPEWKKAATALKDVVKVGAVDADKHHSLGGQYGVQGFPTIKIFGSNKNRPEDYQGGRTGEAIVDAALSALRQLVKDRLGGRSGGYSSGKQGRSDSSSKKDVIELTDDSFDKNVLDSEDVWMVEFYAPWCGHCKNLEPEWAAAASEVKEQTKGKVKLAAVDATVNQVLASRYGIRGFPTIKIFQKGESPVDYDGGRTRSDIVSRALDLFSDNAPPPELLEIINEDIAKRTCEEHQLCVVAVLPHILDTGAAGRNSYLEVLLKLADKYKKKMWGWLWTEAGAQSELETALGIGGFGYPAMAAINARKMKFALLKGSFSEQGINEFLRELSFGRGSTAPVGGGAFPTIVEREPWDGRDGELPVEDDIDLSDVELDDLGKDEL
E-selectin induc: E-selectin induction on HUVECs. P16581. HUVEC E-selectin immunofluorescence imaging; normalized: neutral wells 0, TNF-alpha wells 100. activation, % at 7.58 µM. 260,000 tested, 0.37% active;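 active = mean E-selectin-positive cell signal at least 10% of the positive control, reached in at least 60% of replicates, without over 20% cell loss; inconclusive = no rule given, readout overlaps actives, possibly toxicity-flagged; inactive = the rest, including those meeting only one limit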;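 also: in these data hits start at about 27%; measured in HUVEC primary endothelial cells; signal is the percent of cells scored E-selectin positive by PE staining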
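Read-out: % PE-positive cells | Test system: HUVEC | Doses: One compound dose added by pin transfer | Buffer or medium: EGM-2 over gelatin coat | Signal: Immunofluorescence imaging | Benchmarks: TNF-alpha, DMSO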
* = called active by the depositor; ? = inconclusive; · = no result given. This is a random part of the collection; overall some 3.2% were active at least once.

Preview, 2 compounds:
SMILES | RAD54 inh | ARNT TACC3 PPI | RAD52 inh | PglD DTNB | Casp6 inh | esBAF inh | ERp5 inh | E-selectin induc
O=C(OCc1ccc(Br)cc1)c1cnc(Cl)c(Cl)c1 | · | -18 | -1 | · | -1 | -4 | 4 | 0.1
COc1cc(/C=N/NC(=O)c2cccc([N+](=O)[O-])c2)ccc1OC(=O)c1ccco1 | · | 9 | -14 | · | 0 | · | -8 | ·

The whole of this part (from the top)
SMILES | RAD54 inh | ARNT TACC3 PPI | RAD52 inh | PglD DTNB | Casp6 inh | esBAF inh | ERp5 inh | E-selectin induc
O=C(OCc1ccc(Br)cc1)c1cnc(Cl)c(Cl)c1 | · | -18 | -1 | · | -1 | -4 | 4 | 0.1
COc1cc(/C=N/NC(=O)c2cccc([N+](=O)[O-])c2)ccc1OC(=O)c1ccco1 | · | 9 | -14 | · | 0 | · | -8 | ·
CN(Cc1ccccc1)C(=O)N1CCOCC1 | -9 | 5 | -6 | -2 | -1 | -1 | -4 | ·
CO[C@@H]1CN(C)C(=O)c2cc(NC(C)=O)ccc2OC[C@@H](C)N(C(=O)C2CCOCC2)C[C@@H]1C | -9 | -6 | -9 | 0 | 0 | 0 | 0 | 0.0
C[C@@H]1CCCCO[C@@H](CN(C)S(C)(=O)=O)[C@H](C)CN([C@H](C)CO)C(=O)c2cc(NC(=O)Nc3cccc4ccccc34)ccc2O1 | 3 | 20 | 29 | 0 | -2 | -4 | -6 | -0.1
Cc1cnc(C(=O)OCC(=O)Nc2ccccc2[N+](=O)[O-])cn1 | -4 | 1 | -6 | 2 | -4 | -3 | -5 | 1.5
Cn1c(SCC(=O)NCc2cccs2)nnc1-c1ccc(O)cc1 | · | 5 | 8 | · | -4 | · | -6 | ·
O=C(Nc1ccc(S(=O)(=O)N2CCOCC2)cc1)C1CCN(S(=O)(=O)c2ccc(Cl)cc2)CC1 | -8 | 8 | -10 | 3 | 0 | -14 | 4 | 2.0
CCCc1cc(=O)[nH]c(SC(C)C(=O)Nc2ccc3c(c2)OCCO3)n1 (stereo unspecified) | -4 | -3 | -7 | 1 | 2 | -16 | 0 | -0.1
COc1ccc(C(=O)Nc2ccc(/C(C)=N/NC(=O)c3ccncc3)cc2)cc1 | -9 | -2 | -7 | 0 | 0 | 38 | 7 | ·
COc1ccc(N2CC(=O)N(c3ccccc3)C2=S)cc1 | -2 | -5 | -3 | -10 | 0 | · | -12 | ·
CC(=O)Nc1sc(NC(=O)c2ccccc2)nc1-c1cccs1 | -6 | -1 | -9 | 1 | 0 | -3 | -6 | ·
COc1cccc(C2=CC(=O)CCC2)c1OC | -14 | -9 | -14 | 1 | 4 | -2 | 2 | -0.2
O=C(CCNc1cc(Cl)cc(Cl)c1)c1cccs1 | -2 | -5 | · | 6 | · | 4 | · | ·
CCCCC(=O)NC1(C(F)(F)F)NC(=O)N(C)C1=O (stereo unspecified) | · | -8 | 1 | · | 3 | -12 | 4 | 0.7
O=C(NCC[C@H]1CC[C@H](NS(=O)(=O)c2ccc(F)cc2)[C@@H](CO)O1)Nc1ccc(F)cc1 | 3 | 3 | 29 | 0 | -190 | 8 | -1 | -0.5
CCNC(=O)c1cc2c(c(-c3cccc(-c4ccccc4F)c3)n1)[C@H](CCO)N(C(=O)CC)C2 | · | · | -9 | · | 5 | · | 1 | 0.1
O=C(C[C@@H]1C=C[C@@H](NC(=O)C2CCC2)[C@@H](CO)O1)NCCCN1CCOCC1 | 3 | -11 | -7 | -2 | -10 | -2 | -3 | -0.3
Cc1ccc(NC(=O)CCSCCC(=O)Nc2ccc(C)c(C)c2)cc1C | 9 | -10 | · | 1 | · | -5 | · | ·
O=[N+]([O-])c1ccc(C(O)CNC(=S)Nc2ccccc2)cc1 (stereo unspecified) | · | 5 | -6 | · | -2 | · | -7 | ·
CN(C)CC(O)COC(c1ccccc1)c1ccccc1 (stereo unspecified) | 4 | · | -3 | 5 | -2 | 0 | 5 | 1.0
CC1CCC(C(=O)NC(C(=O)NCCc2ccc(S(N)(=O)=O)cc2)C(C)C)CC1 (stereo unspecified) | 3 | 6 | -7 | 0 | 2 | -7 | 5 | 0.3
Cn1c(SCC(=O)NC2CCCCC2)nc2c(c1=O)SCC2 | 2 | · | -3 | 0 | 0 | -2 | -14 | -0.1
CO[C@@H]1CN(C)C(=O)c2cc(NC(=O)c3cccc(F)c3)ccc2OC[C@H](C)N(CC2CC2)C[C@H]1C | 8 | -5 | 4 | 2 | -1 | -8 | -7 | -0.1
COc1ccc(N2CCCC2)c(NC(=O)COc2ccccc2Cl)c1 | 4 | 3 | -10 | 4 | 4 | -5 | -3 | 1.1

Next results follow.
SMILES | RAD54 inh | ARNT TACC3 PPI | RAD52 inh | PglD DTNB | Casp6 inh | esBAF inh | ERp5 inh | E-selectin induc
Cc1sc2nc(C)n(/N=C/c3ccccc3O)c(=O)c2c1C | 3 | -1 | · | 3 | · | -3 | · | ·
COc1cccc(S(=O)(=O)N[C@H]2CC[C@H](CCn3cc(-c4ccc(F)cc4)nn3)O[C@@H]2CO)c1 | 3 | -2 | 8 | 7 | 1 | -15 | 10 | -0.9
Cc1ccc(-n2nc(C)c(NS(=O)(=O)c3ccccc3)c2C)cc1C | -2 | 1 | · | -1 | · | 14 | · | ·
CC1Cc2nc(SCC(=O)Nc3ccc4c(c3)OCO4)n(-c3ccc(F)cc3)c(=O)c2S1 (stereo unspecified) | -1 | · | -10 | 2 | 2 | -6 | 0 | -0.1
COc1cccc2cc(C(=O)c3ccc([N+](=O)[O-])cc3)oc12 | · | -23 | -3 | · | 8 | · | -3 | ·
CCCCN=C(C)c1c(O)c2ccccc2oc1=O | -5 | -6 | · | 1 | · | 42* | · | ·
CCN1CCN(C(=O)c2ccccc2N(Cc2ccccc2)S(=O)(=O)c2ccc(C)cc2)CC1 | 5 | 19 | · | -2 | · | -7 | · | ·
CC(CC(=O)NCCc1ccc(S(N)(=O)=O)cc1)c1ccccc1 (stereo unspecified) | -2 | -5 | -8 | -3 | 0 | -3 | 9 | 0.0
O=C(Cc1ccncc1)Nc1ccc2c(c1)[C@@H]1C[C@H](CC(=O)N3CCCCC3)O[C@@H](CO)[C@@H]1O2 | 6 | 0 | -8 | -5 | -1 | -5 | 2 | -0.5
CCN(CC)c1ccc(C(=O)c2ccccc2C(=O)O)c(O)c1 | 0 | -13 | · | -4 | · | 1 | · | ·
CN(NS(C)(=O)=O)c1c(C#N)c(C(F)(F)F)nn1C | · | 4 | -1 | · | 1 | · | 14 | ·
Cc1ccc(CNC(=O)Cn2c(=O)n(CC(=O)N3CCCCC3)c(=O)c3sccc32)cc1 | -2 | 1 | -4 | -2 | -1 | -1 | 13 | -0.1
Cc1cccc(/C=N/NC(=O)c2ccc3c(c2)OCCO3)c1O | -3 | 14 | -3 | -3 | 2 | -70 | 9 | 5.1
CCCn1c(SCC(=O)NC2CCCCC2C)n[nH]c1=O (stereo unspecified) | 1 | -5 | · | 7 | · | -5 | · | ·
COc1cc(C2C3=C(COC3=O)Oc3cc4c(cc32)OCO4)ccc1OC(C)=O (stereo unspecified) | · | -11 | -4 | · | -3 | · | 0 | 0.5
CCc1nn2c(N3CCOCC3)cc(C)nc2c1-c1ccc(F)cc1 | -5 | -16 | · | 4 | · | -3 | · | ·
COc1ccc(OC)c(-c2csc(NC(=O)CSCc3c(C)noc3C)n2)c1 | · | 4 | -5 | · | 3 | · | -3 | -0.2
C#CCOCCOCCOCCNc1nc(N2CCOCC2)nc(N2CCN(C(=O)[C@H](CC(N)=O)n3cc([C@@H](N)C(C)C)nn3)CC2)n1 | -10 | -5 | -7 | -1 | -14 | 8 | -2 | 0.5
CCOc1cc(C(=O)Nc2ccc(N3CCN(C(C)=O)CC3)cc2)cc(OCC)c1OCC | -5 | -6 | 15 | 6 | -1 | -6 | 1 | 0.4
COCCNC(=O)C(OC(=O)C1=Cc2ccccc2OC1)C(C)C (stereo unspecified) | · | -37 | -11 | · | -4 | · | 2 | 0.3
O=C(Nc1ccc2c(c1)OCCO2)c1ccncc1 | -2 | -6 | · | 0 | · | 14 | · | ·
CC(=O)C1CCC2C3CCC4=CC(=O)CCC4(C)C3C(O)CC12C (stereo unspecified) | 3 | · | 3 | 2 | 0 | 1 | 3 | 2.1
CO[C@@H](C(=O)N(C)C[C@@H]1OCc2ccccc2-c2ccccc2C(=O)N([C@@H](C)CO)C[C@H]1C)c1ccccc1 | 4 | -8 | -12 | -2 | 1 | -7 | -3 | 0.2
COc1cc(NC(=O)c2cc(-c3ccc4c(c3)OCO4)on2)cc(OC)c1OC | -17 | -1 | -20 | 1 | 1 | 0 | -2 | 0.4
Cc1c(Cl)cccc1N(Cc1ccc(C(=O)O)cc1)S(=O)(=O)c1ccccc1 | · | 0 | -16 | · | -40 | · | -10 | 0.5

New compounds follow:
SMILES | RAD54 inh | ARNT TACC3 PPI | RAD52 inh | PglD DTNB | Casp6 inh | esBAF inh | ERp5 inh | E-selectin induc
CC1(C)CC(NC(=O)C23CCC(C)(C(=O)C2=O)C3(C)C)CC(C)(C)N1 (stereo unspecified) | 4 | -2 | -11 | -5 | 0 | 4 | 1 | -1.3
COc1ccc(CCN2C(=O)CC(Sc3ncccc3C(=O)O)C2=O)cc1OC (stereo unspecified) | -7 | -9 | · | 2 | · | -7 | · | ·
O=C1c2ccccc2C(=O)N1CC1c2ccccc2CCN1S(=O)(=O)c1cnc[nH]1 (stereo unspecified) | -5 | 1 | · | -1 | · | 1 | · | ·
O=C(CCCCCn1c(=S)[nH]c2ccc(Br)cc2c1=O)NCC1CCCO1 (stereo unspecified) | 0 | -10 | · | 4 | · | 8 | · | ·
CCC(c1nnnn1-c1c(C)cccc1C)N1CCN(CCN2CCOCC2)CC1 (stereo unspecified) | · | · | -9 | · | -2 | · | -8 | -0.6
CCN(CC)CCCNC(=O)c1cc2c(=O)n(CC)c3ccccc3c2s1 | 46 | -3 | 29 | 4 | -10 | -6 | 2 | 11
CCC(C)C(NC(=O)/C(=C\c1ccccc1)NC(=O)c1ccc(OC)cc1)C(=O)O (stereo unspecified) | · | -17 | -18 | · | 1 | · | 1 | ·
O=C1[C@@H]2[C@@H]3C[C@@H]([C@H]4ON=C(c5ccc(Cl)cc5)[C@@H]34)[C@@H]2C(=O)N1c1ccc2c(c1)OCO2 | · | -1 | -4 | · | 0 | · | -1 | ·
CCOC(=O)C1CCCN(c2c(N3CCOCC3)c(=O)c2=O)C1 (stereo unspecified) | -2 | 8 | -8 | 0 | 0 | -8 | ? | -0.6
Cc1noc(C)c1NC(=O)Nc1ccc2c(c1)CC(=O)N([C@@H](C)CO)C[C@@H](C)[C@@H](CN(C)S(=O)(=O)c1cn(C)cn1)O2 | 0 | -10 | · | -3 | · | -1 | · | -0.1
O=C(CN1CCN(Cc2ccccc2Cl)C1=O)N1CCCCCC1 | 2 | -12 | · | -9 | · | -5 | · | ·
O=C(CCN1CCCCC1)N[C@H]1CC[C@@H](CCn2cc(-c3cccc(F)c3)nn2)O[C@@H]1CO | 6 | -6 | 15 | 0 | -1 | -1 | -9 | -0.2
O=C(CN1C(=O)c2ccccc2S1(=O)=O)NCCSCc1cccc(Cl)c1 | -9 | 3 | -9 | 3 | -2 | -1 | -1 | ·
COc1ccc(-c2sc(Nc3ccccc3)n[n+]2-c2ccc(F)cc2)c(C)c1C | 3 | -3 | -20 | -4 | -2 | -10 | -7 | -0.2
COc1ccccc1CN1C[C@@H]2N[C@H](C1)[C@@H]2c1ccc(-c2cccnc2)cc1 | · | · | 12 | · | -1 | · | 3 | 0.0
COc1cccc(NC(=S)N(CCN(C)C)Cc2cccs2)c1 | · | 0 | -13 | · | 0 | · | -1 | -0.8
Cc1nn(C)c(C)c1/C=N/NC(=O)CCn1cc([N+](=O)[O-])cn1 | · | -3 | -2 | · | 1 | · | -4 | ·
